SNCA expr inhib: inhibitors of alpha-synuclein (SNCA) gene expression | HEK-293 SNCA-luciferase knock-in, luminescence, 24 h | hit rate 0.17% among 140,000 | AID 1671194 | Potency, µM (doses to about 57.2 µM), for the others: top-dose activity change, negative = inhibition, actives largely listed as inhibitors;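 also: potency is read from the fitted curve at half-maximal effect; plate controls were DMSO cells for no effect and cell-free wells for full effect; nearly all actives have a fitted effect of over 45% in size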
GPT2 inh: inhibitors of human GPT2 alanine aminotransferase | Potency, µM (series often up to 57.7 µM), without a hit: at the highest dose activity change, negative = inhibition, actives largely listed as inhibitors | hit rate 0.25% among 100,000 | Recombinant GPT2, coupled pyruvate oxidase/HRP Amplex Red fluorescence | Q8TD30; also: potency is read from the fitted curve at half-maximal effect; nearly all actives have a fitted effect of over 60% in size; many of its hits are not listed in these tables
Target sequence (Q8TD30 whole entry, looked up): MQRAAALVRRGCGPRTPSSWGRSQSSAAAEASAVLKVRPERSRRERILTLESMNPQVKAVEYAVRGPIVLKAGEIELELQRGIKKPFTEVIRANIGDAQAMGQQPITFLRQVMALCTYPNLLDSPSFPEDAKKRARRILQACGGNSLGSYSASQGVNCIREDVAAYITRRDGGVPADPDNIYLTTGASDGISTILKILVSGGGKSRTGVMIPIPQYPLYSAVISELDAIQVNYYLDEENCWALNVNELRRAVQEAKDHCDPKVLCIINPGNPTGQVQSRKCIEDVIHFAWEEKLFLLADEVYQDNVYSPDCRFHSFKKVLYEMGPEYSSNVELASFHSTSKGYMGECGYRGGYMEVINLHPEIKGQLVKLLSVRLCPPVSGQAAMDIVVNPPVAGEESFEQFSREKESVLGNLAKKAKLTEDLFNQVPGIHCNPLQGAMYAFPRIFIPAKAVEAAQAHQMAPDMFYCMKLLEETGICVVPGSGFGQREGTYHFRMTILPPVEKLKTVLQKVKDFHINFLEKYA
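Inhibition is scored from Amplex Red fluorescence generated when pyruvate oxidase and HRP act on pyruvate released by GPT2. Reactions contain 10ng/uL enzyme, 250uM a-KG and 2mM L-alanine and run 30 min at room temperature.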
HEK293 tox: kills HEK 293 cells; HEK 293 viability, ATP luminescence (CellTiter-Glo), 48-72 h; Potency, µM (highest dose often 115 µM), without a hit: at the highest dose activity change, negative = cytotoxicity, usual class: inhibitors; hit rate 6.6% among 94,000; AID 1345083; also: potency is read from the fitted curve at half-maximal effect; nearly all actives have a fitted effect of over 60% in size
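Luminescence from cellular ATP, measured with CellTiter-Glo, indicates HEK 293 viability. Cells plated at 250 cells/well are treated with compound for 48 or 72 hr at 37 degree Celsius before reagent addition.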
Luciferase inh: inhibitors of firefly (Photinus pyralis) luciferase; P08659; purified P. pyralis luciferase, luminescence, biochemical; Potency, µM (highest dose often 115 µM), without a hit: at the highest dose activity change, negative = inhibition, hits mostly inhibitors; hit rate 2.5% among 76,000; AID 1347043; also: potency is read from the fitted curve at half-maximal effect; nearly all actives have a fitted effect of over 65% in size
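Inhibitors were tested against purified firefly luciferase in a biochemical, low-substrate format (both substrates at 10uM) and luminescence measured with a CCD imager.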
IP6K1 inhibitor: blocks human inositol hexakisphosphate kinase 1 | IP6K1 kinase, ADP-Glo luminescence, 2 h; active compounds read low | activity change, % (series mostly up to about 58 µM) | hit rate 0.81% among 140,000 | AID 1645851; in the data active = activity change below about -25%
Target sequence (Q92551 whole entry, looked up): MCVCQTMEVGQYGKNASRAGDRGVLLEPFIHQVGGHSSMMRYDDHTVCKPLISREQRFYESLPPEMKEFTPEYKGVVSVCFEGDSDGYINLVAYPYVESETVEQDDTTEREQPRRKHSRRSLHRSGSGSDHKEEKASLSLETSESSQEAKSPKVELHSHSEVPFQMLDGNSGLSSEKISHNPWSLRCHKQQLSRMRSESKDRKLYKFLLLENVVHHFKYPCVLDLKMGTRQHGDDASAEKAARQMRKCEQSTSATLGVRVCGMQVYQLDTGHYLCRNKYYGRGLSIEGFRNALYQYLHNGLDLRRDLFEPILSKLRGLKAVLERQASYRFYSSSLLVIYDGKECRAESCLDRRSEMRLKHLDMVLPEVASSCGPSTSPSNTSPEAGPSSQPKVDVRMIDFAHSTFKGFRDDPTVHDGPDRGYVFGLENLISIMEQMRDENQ
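ADP-Glo luminescence measures ADP made by human IP6K1 during a 2 h RT reaction with ATP/IP6 (mix at 1.3 mM/130 uM); top library doses 57.5 and 19.1 uM final.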
SNCA viab count: cell viability loss counter-screen; HEK-293-SNCA-luc viability, GF-AFC fluorescence, 24 h; Potency, µM (series often up to 57.1 µM), for the others: at the highest dose activity change, negative = cytotoxicity, usual class: cytotoxic; hit rate 0.12% among 150,000; AID 1671193;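 also: potency is read from the fitted curve at half-maximal effect; 0% = DMSO-treated cells and -100% = medium-only wells without cells; nearly all actives have a fitted effect of over 30% in size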
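HEK-293-SNCA-luc cells (1500/well) plated 24 h, then exposed 24 h to a dilution series; GF-AFC added 30 min at 37C, fluorescence 405/540 nm; normalised to medium-only and DMSO wells, Hill fit.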
3T3 cytotox: kills NIH 3T3 cells; NIH 3T3 viability, CellTiter-Glo ATP luminescence, 48-72 h; hit rate 4.3% among 94,000; Potency, µM (top dose mostly 96.7 µM), for the others: at the highest dose activity change, negative = cytotoxicity, actives largely listed as inhibitors; AID 1345082; also: potency is read from the fitted curve at half-maximal effect; nearly all actives have a fitted effect of over 55% in size
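First NIH 3T3 cells are plated at 400 cells/well; next compound is pinned in; then plates incubate 48 or 72 hr at 37 °C; finally CellTiter-Glo is added and luminescence read after 10 min.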
* marks the source's active call; other numbers are inactive results; i = inactive; ? = inconclusive; / = no result given; [ ] = remark or other dose. Unless noted, calls follow the shape of the dose curve; as a rule, active = well fitted curve in the direction sought with a large enough effect; inconclusive = small, poorly fitted or top-dose-only effect, or another doubt; inactive = no such curve, though single readings can be large; an effect the other way counts as inactive or inconclusive. Unless noted, % is scaled to controls: 0 for no effect and ±100 for the full control effect. Compounds as they come, and some 7.8% of all compounds hit somewhere here.

Under each structure – SNCA expr inhib	GPT2 inh	HEK293 tox	Luciferase inh	IP6K1 inhibitor	SNCA viab count	3T3 cytotox
O=C(NC[C@H]1O[C@H](Cc2cc(COc3ccccc3)on2)CC[C@@H]1O)Nc1ccc(F)cc1
→ -17%	?	-26%	-13%	-2	2%	?
COc1cccc(CNC(=O)C2CCN(c3cn[nH]c(=O)c3)C2)c1 (centres undefined)
→ -9%	0%	i	2%	0	0%	-11%
O=C(NCCc1ccccc1)[C@@H]1COCC(=O)N1Cc1ccc(F)cc1
→ -1%	-9%	2%	4%	8	-2%	5%
COc1ccccc1CNC(=O)c1ccc2c(c1)N(Cc1cccc(Cl)c1)C(=O)c1ccccc1S2(=O)=O
→ -29%	/	/	/	-3	0%	/
CC(NC(=O)C1CCN(C(=O)c2ccc(-n3ccc4ccccc43)s2)CC1)c1ccccc1 (centres undefined)
→ 119%[activator]	/	/	/	-2	-4%	/
CCOCC(=O)N1CCc2nc3cc(-c4ccc(OC)cc4)[nH]n3c(=O)c2C1
→ ?	i	?	?	0	9%	?
C=CCNC(=O)c1cn2c(n1)CN([S+](=O)([O-])c1cccc(C(F)(F)F)c1)CC2
→ ?	-4%	i	/	14	1%	-5%
COCCN(C)C(=O)c1nc2nc(-c3ccccc3)c(Cl)cc2n1C
→ 3%[87.6 µM]	2%[88.5 µM]	?	?	-1	2%[87.6 µM]	?
CC(=O)Nc1cccc(-c2ccnc(-c3nnc(C)n3-c3ccccc3)c2)c1
→ 51%[activator][87.6 µM]	-14%[88.5 µM]	?	13%[172 µM]	-7	-8%[87.6 µM]	-21%[138 µM]
Cc1ccc(NC(=O)C2CCCN(c3nnc(-n4c(C)ccc4C)s3)C2)c(C)c1 (centres undefined)
→ -9%	/	/	/	35	-16%	/
COc1ccc(CNC(=O)Cn2ccc3cc(S(=O)(=O)N4CCCCCC4)ccc32)cc1OC
→ -16%	/	/	/	22	-29%	/
CC1=C(C(=O)Nc2ccccc2)C(c2cccc(C)c2)N2C(CC(=O)NC3CC3)=CSC2=N1 (centres undefined)
→ 13%	i	?	-7%	30	-16%	?
COc1ccc(-c2n[nH]c3c2CC(=O)N(CC2CCOCC2)C3)cc1F
→ -20%[87.6 µM]	-3%[88.5 µM]	?	-13%[172 µM]	7	-21%[87.6 µM]	?
O=C(CCC[C@@H]1[C@H]2CCCN3CCC[C@@H](CN1C(=O)c1ccccc1F)[C@@H]23)N1CCOCC1
→ -7%	4%	5%	-15%	7	7%	i
CCN(Cc1noc(C)n1)C(=O)CC1C(=O)NCCN1CC(C)(C)C (centres undefined)
→ 9%	i	-24%	2%	-9	7%	1%
O[C@H]1CN[C@H](c2nc(-c3ccccn3)no2)C1
→ 66%[activator][87.6 µM]	-25%[88.5 µM]	-4%[230 µM]	11%[230 µM]	20	0%[87.6 µM]	-7%[230 µM]
Cn1cc(CN2C[C@@H]3C[C@H]2C(=O)N(CC2CC2)c2ccccc2O3)c2ccccc21
→ -1%[87.6 µM]	?	?	1%[172 µM]	9	-9%[87.6 µM]	100µM*
O=C(NCCc1cccs1)c1cc2n(n1)CC(c1ccc3c(c1)OCO3)OC2 (centres undefined)
→ -21%	?	?	-14%	-11	0%	?
CCN(CC)S(=O)(=O)c1cccc(C(=O)Nc2ccccc2C(=O)Nc2ccc(OC)cc2)c1
→ 5%	/	/	/	0	-3%	/
CCc1nn(CC(=O)NC2CC2)c(=O)c2cc3ccccc3n12
→ 14%	/	/	/	10	-2%	/
CC#CCn1cc2c3c(cccc31)[C@H](CC(C)C)N[C@H](C(=O)NC(C)C)C2
→ ?	-6%[88.5 µM]	50µM*	-4%[172 µM]	3	-2%[87.6 µM]	71µM*
O=C(NC1CCCCC1)C1CCc2nnc(C3CCN([S+](=O)([O-])c4ccccc4Cl)CC3)n21 (centres undefined)
→ 33%[activator]	i	-1%	/	-10	-25%	-19%
CCC1Oc2ccc(NC(=O)c3cccs3)cc2CN(Cc2ccc(F)cc2)C1=O (centres undefined)
→ 1%	-17%	?	-1%	0	-4%	?
Cn1c(=O)c2c(n3c4ccccc4nc13)NC(=O)CC2c1ccccc1F (centres undefined)
→ 19%	/	/	/	-28*	4%	/
CNC(=O)CN1C(=O)COc2ccc(S(=O)(=O)N3CCC(C)CC3)cc21
→ 5%	/	/	/	-6	-9%	/
Cc1cn2nc(C(=O)NCc3ccccc3F)cc2c(N2CCCC2)n1
→ -29%	-16%	?	0%	0	3%	?
Cc1ncsc1CN1CCOc2ccc(C(=O)NCc3ccccc3F)cc2C1
→ 7%	i	?	9%	0	-5%	-21%
CCOC(=O)[C@H]1[C@@H](O)C(=O)N(C(C)C)C12CCN(C(=O)Nc1ccc3c(c1)OCO3)CC2
→ /	/	-2%	/	7	/	?
CCOc1ccc(C(=O)N2CCN(c3nnc4ccc(C(F)(F)F)cn34)CC2)cc1
→ -26%	3%	i	-6%	15	-5%	?
Cc1ccc(-c2ncc(C(=O)NCC3CCCCC3)c(-c3ccncc3)n2)cc1
→ -27%	i	-20%	-12%	12	-4%	?
CC(C)Oc1ccc(C(=O)Nc2nnc3n2CCS3)cc1
→ ?	/	/	/	8	10%	/
CC(C)(C(=O)O)c1cnc(N2C[C@@H](CO)[C@H](CO)C2)nc1N1CCOCC1
→ ?	1%[11.5 µM]	i	12%	17	4%	-2%
O=C(CCc1ccc2c(c1)CNCCO2)NCC1CC1
→ -22%	-4%	-13%	2%	-10	-1%[12.5 µM]	-30%
O=C1[C@H]2CN(Cc3cc(F)cc(F)c3)C[C@H]2C(=O)N1Cc1ccc2c(c1)OCO2
→ 1%	-9%	?	8%	0	9%	-26%
CN1C(=O)CC[C@]2(C(=O)NCc3ccc4c(c3)OCO4)CCCC[C@@H]12
→ 1%	0%	5%	5%	0	1%	-3%
CCOc1ccc(CC(=O)N2CCC(C3CCN(C(=O)NC)CC3)C2)cc1 (centres undefined)
→ 13%	i	-5%	-1%	11	7%[12.5 µM]	-17%
Cc1ccc2nc3c(cc(C(=O)NC4CCCCC4)c(=N)n3C(C)C)c(=O)n2c1
→ -9%	/	/	/	-7	?	/
COCCn1nc2n(c1=O)CCN(Cc1ccc(Br)s1)CC2
→ 0%	3%	i	7%	-13	9%	i
CCOC(=O)C1CCCN(S(=O)(=O)c2ccc3c(c2)CCN3C(=O)CC)C1 (centres undefined)
→ 11%	/	/	/	13	3%	/
CCOc1ccccc1NC(=O)N1CCCN(S(=O)(=O)c2ccccc2)CCC(=O)NCC1
→ 8%	i	-12%	4%	0	-21%	-11%

An excerpt of these results, as a markdown table:
| SMILES | SNCA expr inhib | GPT2 inh | HEK293 tox | Luciferase inh | IP6K1 inhibitor | SNCA viab count | 3T3 cytotox |
| --- | --- | --- | --- | --- | --- | --- | --- |
| COCCN(C)C(=O)c1nc2nc(-c3ccccc3)c(Cl)cc2n1C | 3%[87.6 µM] | 2%[88.5 µM] | ? | ? | -1 | 2%[87.6 µM] | ? |
| CCOCC(=O)N1CCc2nc3cc(-c4ccc(OC)cc4)[nH]n3c(=O)c2C1 | ? | i | ? | ? | 0 | 9% | ? |
| CC(=O)Nc1cccc(-c2ccnc(-c3nnc(C)n3-c3ccccc3)c2)c1 | 51%[activator][87.6 µM] | -14%[88.5 µM] | ? | 13%[172 µM] | -7 | -8%[87.6 µM] | -21%[138 µM] |

The results go on.
Under each structure – SNCA expr inhib	GPT2 inh	HEK293 tox	Luciferase inh	IP6K1 inhibitor	SNCA viab count	3T3 cytotox
Cc1ccc(C(=O)c2oc3ccccc3c2NC(=O)COc2ccccc2Cl)cc1
→ 15%	/	/	/	12	1%	/
COCCNC(=O)[C@H]1C[C@H](Oc2ccccc2)CN1C(=O)Nc1ccc2c(c1)OCCO2
→ -15%	i	-25%	-4%	9	3%	-20%
CC[C@H]1CN(C(=O)Nc2cccc(OC)c2)CC[C@H]1CC(=O)NCc1ccccc1
→ -7%[87.6 µM]	i	-13%[172 µM]	-25%[172 µM]	-7	7%[87.6 µM]	-30%[174 µM]
O=C(NCc1ccc(F)cc1F)c1noc(-c2ccc(F)cc2)n1
→ -1%	i	-10%	-17%	6	9%	-14%
CCc1ccc(CN2CCc3nc(N4CCN(c5ccccc5F)CC4)ncc3C2)cc1
→ ?	/	/	/	1	15%	/
Cc1noc(C)c1[S+](=O)([O-])NC1CCCN(CCn2nc3n(c2=O)CCCC3)C1 (centres undefined)
→ /	/	1%	/	12	/	-15%
Cc1nn(-c2ccccc2)c2c1C(C)N(C1CCCN([S+](=O)([O-])c3cccs3)C1)C2=O (centres undefined)
→ /	/	2%	/	11	/	-10%
Cc1ccc(S(=O)(=O)N(C)CC2CCOCC2)c(C)c1
→ -6%	i	-13%	-14%	9	-4%	-23%
CN1CCc2c([nH]c3ccccc23)C12CCN(C(=O)c1cccs1)CC2
→ -2%	-4%	?	-9%	0	11%[12.5 µM]	-10%
Cc1ccc(Cn2c(C3CCN(C(=O)c4sccc4C)CC3)n[nH]c2=O)cc1
→ 15%	i	6%	0%	2	-9%	-7%
Cn1ncc2c(C(=O)Nc3ccccc3Cl)cc(-c3ccc(Cl)cc3Cl)nc21
→ -1%	i	-2%	/	13	-8%	3%
Cc1noc(-c2cccc(OC3CN(C(=O)c4sccc4C)C3)c2)n1
→ 43%[activator]	i	?	-11%	-2	-6%	-29%
CCc1ccc(NS(=O)(=O)c2cc(-c3cnc(C4CC4)o3)ccc2C)cc1
→ ?	/	/	/	17	-27%	/
CCc1cccc(NC(=O)C2(C)CCCCC(=O)N2)c1 (centres undefined)
→ -3%	i	-14%	8%	51	-7%	5%
O=C(/C=C/c1ccc(O)cc1)N[C@@H](Cc1ccc(O)cc1)C(=O)O
→ /	i	/	/	11	-2%	/
CCc1ccc(CN(Cc2ccco2)c2cnc(S(C)(=O)=O)nc2C(=O)Nc2c(C)cccc2C)cc1
→ ?	/	/	/	10	20%	/
CNC(=O)c1cc(C2CC2)nc2onc(C3CCCN3C(=O)c3ccccn3)c12 (centres undefined)
→ /	/	4%	/	14	/	-15%
CCCCOC(=O)Cn1nnc2sc(-c3ccccc3)cc2c1=O
→ 12%	/	/	/	24	12%	/
CCc1ccc(NS(=O)(=O)c2ccc3oc(=O)c4ncn(CC)c4c3c2)cc1
→ ?	/	/	/	-11	?	/
Cc1ccc(-c2nc3cc(Cl)ccc3o2)cc1NC(=O)COc1ccc(F)cc1
→ 64%[activator]	/	/	/	-2	1%	/
CCc1ccc(-c2cn3c(n2)sc2cc(C(=O)NC4CCCCC4)ccc23)cc1
→ 20%	/	/	/	11	15%	/
Cc1nnc2c3ccccc3nc(N3CCN(c4cccc(Cl)c4)CC3)n12
→ 7%	/	/	/	-16	-1%	/
CCC[C@@H]1CN(Cc2cn[nH]n2)C[C@H]1C(=O)O
→ 2%	-11%	i	-9%	6	6%	4%
NC(=O)CNC(=O)[C@@]1(O)C[C@@H](O)[C@H](O)[C@@H](NC(=O)NC2CCCCC2)C1
→ -21%[87.6 µM]	0%[88.5 µM]	-5%[172 µM]	-4%[172 µM]	-9	3%[87.6 µM]	-2%[174 µM]

Compound activity: PubChem, National Center for Advancing Translational Sciences (NCATS)
